D1 potentiator = potentiators of human D1 dopamine receptor; HEK293 TREx D1 cells, calcium flux, dopamine EC20 potentiation; potentiation, % at 10 µM; 360,000 tested, 0.036% active; in the data active = potentiation above about 30%; also: 0% is about no effect
Target sequence (P21728 whole entry, looked up): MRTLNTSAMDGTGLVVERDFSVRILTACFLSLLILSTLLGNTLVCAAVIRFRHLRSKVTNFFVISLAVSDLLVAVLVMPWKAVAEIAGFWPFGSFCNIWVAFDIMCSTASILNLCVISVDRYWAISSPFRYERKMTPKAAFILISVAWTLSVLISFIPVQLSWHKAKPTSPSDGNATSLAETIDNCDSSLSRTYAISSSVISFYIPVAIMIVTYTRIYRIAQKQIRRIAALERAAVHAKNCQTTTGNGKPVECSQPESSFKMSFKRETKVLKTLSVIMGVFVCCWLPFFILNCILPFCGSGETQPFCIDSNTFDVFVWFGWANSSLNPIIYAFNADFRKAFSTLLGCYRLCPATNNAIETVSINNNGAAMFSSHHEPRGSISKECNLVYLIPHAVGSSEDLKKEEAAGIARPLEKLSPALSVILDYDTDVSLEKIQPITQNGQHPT
D2 antag = D2 dopamine receptor (human) antagonism. inhibition, % at 10 µM. AID 485344. 340,000 tested, 2% active. HEK293 TREx D2 cells, calcium flux, dopamine EC80; in the data active = inhibition above about 30%; also: 0% is about no effect
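Inhibition of EC80 dopamine-driven calcium flux, recorded kinetically, defines activity here; cells are a tetracycline-induced HEK293 T-REx line expressing force-coupled D2.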
RXFP1 antagonist = RXFP1 (human) relaxin receptor antagonism. AID 1259400. activity change, negative = inhibition, % at 57.5 µM. 350,000 tested, 0.59% active. HEK293-RXFP1, relaxin-stimulated cAMP HTRF, 30 min; hits give low values. Q9HBX9;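 active = activity change of -60% or lower, but not beyond a set lower limit; inconclusive = change between -60% and -40%, or beyond the set limit; inactive = change above -40%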; also: % is scaled to controls: 0 for no effect and ±100 for the full control effect
TRHR agonist = agonists of human TRH receptor. TRHR cells, calcium flux fluo-8, FDSS agonist mode. activation, % at 2 µM. 360,000 tested, 0.18% active; also: 0% is about no effect
Target sequence (P34981 whole entry, looked up): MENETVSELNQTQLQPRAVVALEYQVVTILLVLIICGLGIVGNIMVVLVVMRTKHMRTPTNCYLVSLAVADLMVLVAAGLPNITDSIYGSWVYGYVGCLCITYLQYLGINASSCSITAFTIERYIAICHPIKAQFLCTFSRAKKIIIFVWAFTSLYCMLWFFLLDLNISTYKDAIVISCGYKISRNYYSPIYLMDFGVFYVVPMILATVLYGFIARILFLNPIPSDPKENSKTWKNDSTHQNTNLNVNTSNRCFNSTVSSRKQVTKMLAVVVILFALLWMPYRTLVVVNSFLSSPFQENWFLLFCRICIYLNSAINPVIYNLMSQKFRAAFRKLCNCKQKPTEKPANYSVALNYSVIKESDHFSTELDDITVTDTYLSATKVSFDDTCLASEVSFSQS
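Agonist-mode FDSS calcium read (Ex 480/Em 530, 1 s cycles) in 1536-well TRHR cells with fluo-8 dye, after 10-cycle baseline and 23 nL compound addition; TRH at EC20 (10 nM final) added afterwards for the enhancer phase.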
D2 PAM = D2 dopamine receptor (human) potentiation; P14416; HEK293 T-REx D2, calcium flux, EC20 dopamine potentiation; potentiation, % at 10 µM; 340,000 tested, 0.34% active;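 active = potentiation over 3 SD above the plate norm, cut at about 30% in these data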; also: 0% is about no effect
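Cells plated with tetracycline inducer and held overnight at 30 C; calcium dye loaded 30–90 min at room temperature; baseline taken, compound added and read 180 s; EC20 dopamine then added and read 180 s.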
D2 agonist = D2 dopamine receptor (human) agonism; P14416; HEK293 T-REx D2 cells, calcium flux agonist mode; activation, % at 2 µM; 340,000 tested, 0.53% active;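 active = activation over 3 SD above normal in the single-dose calcium agonist read, cut at about 30% in these data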; also: 0% is about no effect
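Tetracycline-induced HEK293 Trex cells with D2 receptor force-coupled to calcium signaling, plated overnight at 30 C and loaded with no-wash calcium dye. Calcium flux read kinetically for 180 s after compound addition; responses flag agonists.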
D1 ag = activates the human D1 dopamine receptor. HEK293 T-REx D1 cells, calcium flux, agonist mode. AID 504660. activation, % at 2 µM. 360,000 tested, 1% active; also: 0% is about no effect
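Agonism was scored from calcium flux recorded over 180 s (1 read/s) after pintool compound addition, following a 10-cycle baseline. Cells were inducible force-coupled HEK293 TREx D1, plated overnight at 30 C and loaded with no-wash calcium dye.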
TRHR PAM = TRH receptor (human) allosteric enhancement; 360,000 tested, 0.66% active; AID 493056; enhancement, % at 2 µM; TRHR cells, fluo-8 calcium fluorescence, EC20 TRH enhancement; in the data active = enhancement above about 30%; also: 0% is about no effect
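Enhancer read-out: after compound pinning and an initial kinetic agonist-mode read, an EC20 of TRH (10 nM final) was injected and fluo-8 calcium signal (Ex 480/Em 530) followed at 1 s/cycle for 100 cycles in TRHR-expressing cells.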
D1 antagonist = blocks dopamine activation of the human D1 receptor; P21728; HEK293 TREx D1 cells, calcium flux, dopamine EC80; hits give low values; activity change, negative = inhibition, % at 10 µM; 360,000 tested, 3.2% active; in the data active = activity change below about -30%; also: % is scaled to controls: 0 for no effect and ±100 for the full control effect
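Tetracycline-induced HEK293 Trex D1 cells, force-coupled to calcium, dye-loaded; compounds added and read 180 s, then EC80 dopamine added and calcium flux tracked kinetically another 180 s.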
* = called active by the depositor; ? = inconclusive; . = no result given; & = joins results of further samples. Rule as the data show it, unless noted: active = activation above about 30%; inactive = the rest. Not a hit list. Share with any hit: about 7.1%.

Results follow in this order: D2 PAM | D2 agonist | TRHR PAM | RXFP1 antagonist | TRHR agonist | D2 antag | D1 ag | D1 potentiator | D1 antagonist
1: Cc1cc(F)ccc1S(=O)(=O)N1CCC2(CC1)OCCN2S(=O)(=O)c1cccs1
 : 6 | 0.2 | 2 | 7 | 0.2 | -8 | 11 | 1 | -16
2: Cc1oc(-c2cccc(Cl)c2)nc1CN1CCC(C(=O)NCCc2ccc(Cl)cc2)CC1
 : -3 | 0.5 | 0 | . | -0.3 | . | 0 | -4 | -3
3: CCc1ccc[n+](-c2[nH]c(=O)sc2/C=N/NC([S-])=Nc2ccccc2)c1
 : -1 | 1.3 | -1 | -40 | 5.6 | -4 | 16 | 6 | -8
4: CC(C)c1ccc(NC2CCCN(C(=O)c3cnc4ccccn4c3=O)C2)cc1 (stereo not drawn)
 : 1 | 0.5 | 4 | -7 | 0.4 | 1 | -1 | -3 | 11
5: Cc1[nH]c2ccccc2c1SCC(=O)N1CCOCC1
 : 11 | -2.9 | 19 | 0 | 0.2 | 3 | 2 | 3 | 5
6: CCOc1ccc(N2CCc3c(C)nc(SC)nc32)cc1
 : -5 | 3.6 | -3 | 3 | -1.1 | 2 | 2 | 3 | -4
7: CCOC(=O)c1ccc(NC(=O)CSCC(=O)OCC(=O)c2ccccc2)cc1
 : -5 | . | 3 | . | -0.4 | . | 5 | -9 | -8
8: O=C(CSc1cccc[n+]1[O-])Nc1cccc(Oc2ccccc2)c1
 : 13 | 0.4 | 12 | -7 | -0.9 | -2 | -1 | 2 | 4
9: COc1cc(S(=O)(=O)N(Cc2ccccc2)CC2CCCO2)ccc1-n1cnnn1 (stereo not drawn)
 : -5 | 0.3 | 3 | 6 | -0.5 | 11 | 1 | -6 | -3
10: CCCCCn1c(=S)[nH]c2cc(C(=O)N3CCCC3)ccc2c1=O
 : 18 | 0.1 | 5 | -20 | 0.1 | -1 | 6 | -2 | -12
11: CC(=O)c1ccc(C(=O)Nc2ccc3c(c2)C(=O)NC3=O)cc1
 : 2 | 0.6 | -1 | . | 0.5 | -3 | 0 | -8 | -35*
12: CCOC(=O)c1sc2nc(C3CC3)cc(-c3ccc(F)cc3)c2c1N
 : . | . | -1 | -12 | 0.0 | . | 3 | 2 | -1
13: COc1ccc(CNC(=O)CCC2N=C3c4ccccc4N=C(SCC(=O)NCC4CCCO4)N3C2=O)cc1 (stereo not drawn)
 : -16 | 18 | -5 | -10 | 0.3 | 6 | 3 | -5 | -16
14: COc1ccc(S(=O)(=O)NCC(c2ccco2)N2CCN(c3ccc(F)cc3)CC2)cc1C (stereo not drawn)
 : 0 | 1.4 | -9 | ? | -0.3 | . | 0 | -4 | .
15: CCC(CC)c1nnc(NC(=O)c2nn(C)c(=O)c3ccccc23)s1
 : 14 | 0.5 | 6 | . | -0.8 | -4 | -2 | -2 | 1
16: CCn1c(C)c(C(C)=O)c(N2CCN(c3cccc(Cl)c3)CC2)nc1=S
 : -1 | -2.1 | 2 | 0 | -0.4 | -2 | 2 | -2 | -1
17: O=C(Nc1cccc(-c2nc3cc(Cl)ccc3o2)c1)c1ccc(F)cc1
 : -4 | -0.4 | 9 | . | 1.2 | . | 1 | -7 | -18
18: OCCN(Cc1ccccc1)C(=S)NC1CCCCC1
 : -5 | 1.4 | -9 | 3 | 0.2 | 18 | 2 | 0 | 5
19: FC(F)(F)c1ccccc1CNCc1ccc2c(c1)OCO2
 : 2 | -0.6 | 5 | 2 | 0.0 | 3 | 1 | -1 | -5
20: O=C(c1cccc(S(=O)(=O)N2CCCCC2)c1)N(CCc1ccccc1)Cc1ccccc1
 : 10 | 0.1 | -9 | -3 | 1.3 | 23 | 10 | 0 | -9
21: O=C(COC(=O)CCC(=O)c1cccs1)NCc1ccccc1
 : -6 | 0.1 | -6 | -11 | 0.0 | 4 | 0 | -4 | -23
22: CC(C)Cn1c(SCC(=O)N(C)c2c(N)n(Cc3ccccc3)c(=O)[nH]c2=O)nc2ccccc21
 : -8 | -0.1 | -8 | -1 | -0.2 | 8 | 0 | -1 | -10
23: Cc1ccc2c(c1)N(CC(=O)NCCc1ccc(Cl)cc1)C(=O)c1cccnc1O2
 : -4&-2 | 0.0 | 17&7 | -11 | -0.4&-1.3 | -17 | -1&0 | -11&-3 | -7&-4
24: Cc1ccc(C)c(NS(=O)(=O)c2cc(C(N)=O)ccc2C)c1
 : 18 | -2.3 | 18 | 5 | 0.1 | -22 | 6 | 1 | -13
25: Cc1nn(-c2ccccc2)c2c1C(c1ccc(F)cc1)C(C#N)=C(N)O2 (stereo not drawn)
 : 5 | 8.1 | 0 | -13 | 0.1 | 1 | 1 | -4 | 3
26: CCOC(=O)c1[nH]c(C)c(C(=O)OC(C)C(=O)Nc2ncc(Cl)cc2Cl)c1C (stereo not drawn)
 : 19 | 0.8 | -3 | 8 | 0.0 | 7 | 4 | -5 | 5
27: O=S(=O)(c1ccccc1)c1cnn(-c2ccccc2)c1-c1ccc(F)cc1
 : 3 | 1.1 | 2 | -4 | -0.5 | 0 | 3 | -4 | 0
28: CCOC(=O)C1=C(C)N(C)C(=O)NC1c1c(O)ccc2ccccc12 (stereo not drawn)
 : 13 | 1.3 | -2 | -18 | -0.3 | 13 | 0 | 3 | -3
29: COc1ccccc1CNC(=O)COC(=O)c1nccnc1N
 : 8 | 0.5 | 3 | 1 | 0.6 | -11 | 1 | 2 | 6
30: COc1ccc(CC2(CO)CCN(Cc3cccn3-c3ccccn3)CC2)cc1
 : -8 | -0.1 | -8 | -13 | 1.3 | 11 | 1 | -7 | 1
31: S=c1[nH]c(-c2ccc(Cl)cc2)cs1
 : 2 | -0.1 | -4 | -2 | 0.1 | -10 | 0 | -4 | 5
32: COc1ccccc1Nc1ccc(NS(=O)(=O)c2ccc(C(C)=O)cc2)cc1
 : -4 | 2.3 | -8 | -12 | 0.4 | -13 | 18 | -5 | -3
33: O=C(Cc1ccc(Cl)cc1)Nc1ccc2oc(-c3ccncc3)nc2c1
 : -5 | 1.4 | -3 | -10 | 0.2 | 12 | 4 | -5 | 10
34: Cc1cccc(-n2c(-c3ccncc3)n[nH]c2=S)c1
 : 3 | -0.5 | 3 | -13 | 0.5 | -19 | 1 | 1 | -8
35: CSCCC1NC(=O)N(CC(=O)Nc2cc(C)on2)C1=O (stereo not drawn)
 : -5 | 0.1 | -6 | 6 | 0.0 | 7 | 3 | . | 17
36: Cc1cccc(N2CC(C(=O)NCCC3=CCCCC3)CC2=O)c1C (stereo not drawn)
 : 12 | -0.4 | -1 | 4 | -0.6 | -15 | 1 | -4 | 9
37: On1nnc2c3ccccc3c3ccccc3c21
 : -1 | 1.1 | 6 | 9 | 0.3 | 15 | -1 | -7 | -13
38: Cc1ccc(N2CC(C(=O)N3CCC(C(=O)Nc4cccc(Br)c4)CC3)CC2=O)cc1 (stereo not drawn)
 : 4 | 0.1 | -1 | 2 | 0.0 | 39* | 6 | -5 | -5
39: O=C(Nc1ccc(NC(=O)C2CC2)nc1)c1cccc(F)c1
 : -6 | -0.2 | 3 | 8 | 0.4 | -13 | 6 | 1 | 27
40: C/C(=N\NC(=O)c1cccc(S(=O)(=O)N2CCOCC2)c1)c1ccc(OC(F)F)cc1
 : 5 | -0.9 | 0 | -8 | -0.1 | 0 | 3 | -2 | 6

Continued; the last six above are carried over.
Results follow in this order: D2 PAM | D2 agonist | TRHR PAM | RXFP1 antagonist | TRHR agonist | D2 antag | D1 ag | D1 potentiator | D1 antagonist
35: CSCCC1NC(=O)N(CC(=O)Nc2cc(C)on2)C1=O (stereo not drawn)
 : -5 | 0.1 | -6 | 6 | 0.0 | 7 | 3 | . | 17
36: Cc1cccc(N2CC(C(=O)NCCC3=CCCCC3)CC2=O)c1C (stereo not drawn)
 : 12 | -0.4 | -1 | 4 | -0.6 | -15 | 1 | -4 | 9
37: On1nnc2c3ccccc3c3ccccc3c21
 : -1 | 1.1 | 6 | 9 | 0.3 | 15 | -1 | -7 | -13
38: Cc1ccc(N2CC(C(=O)N3CCC(C(=O)Nc4cccc(Br)c4)CC3)CC2=O)cc1 (stereo not drawn)
 : 4 | 0.1 | -1 | 2 | 0.0 | 39* | 6 | -5 | -5
39: O=C(Nc1ccc(NC(=O)C2CC2)nc1)c1cccc(F)c1
 : -6 | -0.2 | 3 | 8 | 0.4 | -13 | 6 | 1 | 27
40: C/C(=N\NC(=O)c1cccc(S(=O)(=O)N2CCOCC2)c1)c1ccc(OC(F)F)cc1
 : 5 | -0.9 | 0 | -8 | -0.1 | 0 | 3 | -2 | 6
41: CC(C)N(Cc1ccccc1)C(=O)CCS(=O)(=O)c1ccc2c(c1)oc(=O)n2C
 : 2&2 | 0.4 | -7&25 | 5&0 | -0.5&-1.1 | -2 | 0&0 | -3&-5 | -7&5
42: COc1cccc(OCCOc2ccc(/C=C3\C(=N)N4N=C(S(C)(=O)=O)SC4=NC3=O)cc2OC)c1
 : 12 | 0.5 | -2 | 3 | 0.2 | -13 | 3 | -1 | -2
43: COc1ccc(S(=O)(=O)NCC2CCCN(C(=O)CCSC)C2)cc1 (stereo not drawn)
 : -9 | -0.9 | 12 | 5 | 0.2 | 15 | 5 | -2 | 1
44: CCc1ccc(NC(=O)CCNS(=O)(=O)c2cccs2)cc1
 : 14 | -1.4 | 8 | 5 | -1.3 | -5 | 1 | -9 | -5
45: COc1cc(C(=O)OCC(C)=O)cc(NC(=O)c2ccco2)c1OC
 : 3 | 2.0 | 0 | -2 | -0.1 | -22 | 0 | 2 | 10
46: O=C(COc1coc(CN2CCc3ccccc3C2)cc1=O)Nc1ccc(Cl)cc1
 : 2 | 0.3 | 1 | -8 | -0.3 | -10 | 2 | 0 | -6
47: CCC(=O)N1CCc2cc(Br)cc(S(=O)(=O)C3(C(=O)OC)CC3)c21
 : -17 | -0.5 | 0 | -15 | -0.3 | 4 | 3 | 7 | 3
48: CCn1cc(/C=C(\NC(=O)c2ccc(OC)c(OC)c2)C(=O)NCCCn2ccnc2)c2ccccc21
 : 6 | 0.3 | 1 | . | 0.1 | . | 1 | -2 | 7

Screens from PubChem BioAssay.
